High-throughput results as filed in PubChem BioAssay.
p97 inhibitor = inhibitors of human p97 ATPase, primary screen, biochemical; 220,000 tested, 0.42% active; recombinant p97 ATPase, Kinase-Glo ATP luminescence, 3 h; Transitional endoplasmic reticulum ATPase (Homo sapiens), P55072; AID 1481, 2009; inhibition, % at 8 µM; in the data active = inhibition above about 15%;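 note: 0% = DMSO vehicle and 100% = wells lacking enzyme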
TbHK1 inh = Trypanosoma brucei hexokinase 1 inhibitors, primary screen, biochemical, G6PDH-coupled NADH absorbance, MLSCN library; hexokinase 1 [Trypanosoma brucei]; recombinant TbHK1, G6PDH-coupled NADH A340; inhibition, % at 10 µM; 220,000 tested, 0.11% active; AID 1430, 2008;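 active = inhibition of 50% or more in the single-dose primary screen; inactive = inhibition below 50%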
BaF3 tox = parental Ba/F3 cell viability inhibition, counter-screen for JAK2V617F inhibitor project, murine pro-B, CellTiter-Glo luminescence; CellTiter-Glo ATP luminescence; inhibition, % at 5.6 µM; 220,000 tested, 1.1% active; AID 1486, 2009;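 active = inhibition above a per-campaign cutoff, the mean inhibition of all tested compounds plus 3 SD, cut at about 27% in these data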;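 note: 0% = DMSO wells and 100% = JAK Inhibitor I control wells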
Ba/F3 V617F tox = reduced viability of JAK2V617F-dependent Ba/F3 cells, primary screen, JAK2V617F inhibitor project, cell-based, Ba/F3 EpoR-JAK2V617F, luminescence. inhibition, % at 5.6 µM. 220,000 tested, 1.1% active. AID 1446, 2008. ATP luminescence;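 active = inhibition above the campaign mean plus 3 SD over all tested compounds, cut at about 24% in these data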;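 note: cytokine-independent growth of Ba/F3 cells driven by EpoR plus mutant JAK2; 0% = DMSO-treated cells and 100% = JAK inhibitor I control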
PPC-1+TRAIL kill = compounds killing PPC-1 cancer cells with TRAIL present, primary screen, TRAIL potentiator project, ATPLite luminescence, uHTS; PPC-1 cells + TRAIL, ATPLite viability luminescence; 220,000 tested, 0.41% active; cell killing (% activity), % at 4 µM;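 active = cell killing above 50% in the first pass at 4 µM, then a duplicate retest at 5 µM averaging 50% or more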;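 note: plate controls were cells with TRAIL plus DMSO for no effect and medium-only wells lacking cells for full effect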
EP2 antag = human EP2 receptor antagonists, primary screen, TR-FRET cAMP, C6 glioma cells; Prostaglandin E2 receptor EP2 subtype (Homo sapiens), P43116; C6 glioma cells expressing human EP2; cells stimulated with saturating PGE2; inhibition, % at 25 µM; 260,000 tested, 0.52% active;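 active = percent inhibition above 40 after rounding to a whole number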;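 note: rat C6 glioma host cells with rolipram phosphodiesterase inhibitor present; the protocol text gives 20 µM as final concentration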
Furin inh = human furin inhibitors, primary screen, biochemical, fluorescence intensity. P09958. purified furin, fluorogenic substrate cleavage. inhibition, % at 30 µM. 220,000 tested, 0.061% active. AID 463115, 2010; in the data active = inhibition above about 25%; note: inactives centre near -15
p47phox inh = p47phox/p22phox peptide binding inhibitors, primary screen, biochemical, uHTS, NADPH oxidase regulatory subunit. Neutrophil cytosol factor 1 (Homo sapiens), P14598. fluorescence polarization, 2 h. inhibition, % at 24.7 µM. 220,000 tested, 0.53% active. AID 1274, 2008;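 active = inhibition above about 30%, limit read from the data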;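 note: 0% = p47phox with labelled peptide and 100% = labelled peptide alone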
Target sequence (P14598 whole entry, looked up): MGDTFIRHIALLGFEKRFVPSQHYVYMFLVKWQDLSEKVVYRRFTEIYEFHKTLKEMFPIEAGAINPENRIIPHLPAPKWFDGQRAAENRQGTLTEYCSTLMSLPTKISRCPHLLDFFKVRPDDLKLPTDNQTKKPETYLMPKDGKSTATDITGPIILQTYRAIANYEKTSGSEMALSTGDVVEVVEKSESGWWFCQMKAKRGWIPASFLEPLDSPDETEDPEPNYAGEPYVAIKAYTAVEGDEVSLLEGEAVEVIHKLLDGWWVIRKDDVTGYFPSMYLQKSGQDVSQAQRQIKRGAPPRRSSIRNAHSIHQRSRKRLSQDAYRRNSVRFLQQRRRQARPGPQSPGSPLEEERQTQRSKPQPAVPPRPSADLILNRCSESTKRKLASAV
RBBP9 inhibitor = human RBBP9 inhibitors, primary screen, biochemical, fluorescence polarization, FP-Rh probe, HTS | Serine hydrolase RBBP9 (Homo sapiens), O75884 | recombinant RBBP9 | inhibition, % at 7.94 µM | 220,000 tested, 0.2% active;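 active = inhibition above the campaign mean of all tested compounds plus 3 SD, cut at about 14% in these data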;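 note: plate controls were DMSO wells with RBBP9 for no effect and wells lacking RBBP9 protein for full effect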
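Assay system: recombinant human RBBP9; Reagent: Serine-hydrolase probe FP-Rh, 375 nM pre-mixing; Doses: 7.94 µM single dose, 0.794% DMSO; Incubation: 30 min then 45 min, 25 °C; Detection: fluorescence polarization (mP), excitation 525 nm, emission 598 nm; Evaluation: percent inhibition from mP, scaled between DMSO and no-protein wells.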
An asterisk follows results filed as active; & = joins results of further samples.

Field names – A = p97 inhibitor; B = TbHK1 inh; C = BaF3 tox; D = Ba/F3 V617F tox; E = PPC-1+TRAIL kill; F = EP2 antag; G = Furin inh; H = p47phox inh; I = RBBP9 inhibitor
CCNS(=O)(=O)c1ccc(CCC(=O)NCCc2ccc(OC)cc2)cc1
  A: -3	B: -7	C: 2	D: 1	E: -1	F: 7	G: -12	H: 0	I: -5

O=c1n(Cc2ccccc2)c2cc(Cl)cnc2n1Cc1ccccc1
  A: -7	B: 3	C: 1	D: 4	E: 2	F: 19	G: -26	H: -23	I: -9

N#CCSc1nnc(CNc2cccc(Cl)c2)o1
  A: 7	B: 1	C: 5	D: 1	E: 21	F: 6&7	G: -10	H: 2	I: -1

CC(=O)CSc1ccc(C(=O)O)cn1
  A: 0	B: 0	C: 0	D: -2	E: 6	F: 10	G: -23	H: -1	I: -5

O=C(Nc1ccc(F)cc1F)C1CCN(C(=O)c2ccc(Br)cc2)CC1
  A: 1	B: -1	C: -1	D: -1	E: -17	F: 2	G: -7	H: -2	I: -5

Cc1cccc(Nc2nc(N)c([N+](=O)[O-])c(NCCO)n2)c1
  A: 11	B: -44	C: 0	D: 0	E: -6	F: 2	G: -3	H: -11	I: 1

CC(NC(=O)CC(c1ccccc1)c1cc(Cl)ccc1O)c1ccccc1 (stereo not given)
  A: 15*	B: 30	C: 0	D: 0	E: 22	F: 5	G: -14	H: -7	I: -8

CCC(C)NCCOc1ccc(C(C)(C)c2ccccc2)cc1 (stereo not given)
  A: -5	B: 5	C: 6	D: 7	E: 36	F: 10	G: -8	H: 0	I: -8

S=C(NC1CCCCC1)NN(c1ccccc1)c1ccccc1
  A: 1	B: 2	C: 0	D: -5	E: -1	F: 6	G: -17	H: -20	I: -3

Copied from the entries so far for reference:
Field names – A = p97 inhibitor; B = TbHK1 inh; C = BaF3 tox; D = Ba/F3 V617F tox; E = PPC-1+TRAIL kill; F = EP2 antag; G = Furin inh; H = p47phox inh; I = RBBP9 inhibitor
N#CCSc1nnc(CNc2cccc(Cl)c2)o1
  A: 7	B: 1	C: 5	D: 1	E: 21	F: 6&7	G: -10	H: 2	I: -1

CC(=O)CSc1ccc(C(=O)O)cn1
  A: 0	B: 0	C: 0	D: -2	E: 6	F: 10	G: -23	H: -1	I: -5

O=C(Nc1ccc(F)cc1F)C1CCN(C(=O)c2ccc(Br)cc2)CC1
  A: 1	B: -1	C: -1	D: -1	E: -17	F: 2	G: -7	H: -2	I: -5

Cc1cccc(Nc2nc(N)c([N+](=O)[O-])c(NCCO)n2)c1
  A: 11	B: -44	C: 0	D: 0	E: -6	F: 2	G: -3	H: -11	I: 1

CC(NC(=O)CC(c1ccccc1)c1cc(Cl)ccc1O)c1ccccc1 (stereo not given)
  A: 15*	B: 30	C: 0	D: 0	E: 22	F: 5	G: -14	H: -7	I: -8

CCC(C)NCCOc1ccc(C(C)(C)c2ccccc2)cc1 (stereo not given)
  A: -5	B: 5	C: 6	D: 7	E: 36	F: 10	G: -8	H: 0	I: -8

S=C(NC1CCCCC1)NN(c1ccccc1)c1ccccc1
  A: 1	B: 2	C: 0	D: -5	E: -1	F: 6	G: -17	H: -20	I: -3

Not all compounds are listed (hit frequency here may not be typical).
